Compound activity (PubChem)
KDM5B inhibitor: inhibitors of human KDM5B histone demethylase. Q9UGL1. KDM5B demethylase, FDH-coupled NADH fluorescence (FDH is formaldehyde dehydrogenase). Potency, µM (highest dose often 57.7 µM), for the others: at the highest dose activity change, negative = inhibition, most hits filed as inhibitors. hit rate 2.6% among 220,000; active = well fitted inhibition curve with a large enough effect; inconclusive = small, poorly fitted or top-dose-only effect; inactive = no such curve, though single readings can be large or run the other way; note: 0% is about no effect; nearly all actives have a fitted effect of over 70% in size
Target sequence (Q9UGL1 whole entry, looked up): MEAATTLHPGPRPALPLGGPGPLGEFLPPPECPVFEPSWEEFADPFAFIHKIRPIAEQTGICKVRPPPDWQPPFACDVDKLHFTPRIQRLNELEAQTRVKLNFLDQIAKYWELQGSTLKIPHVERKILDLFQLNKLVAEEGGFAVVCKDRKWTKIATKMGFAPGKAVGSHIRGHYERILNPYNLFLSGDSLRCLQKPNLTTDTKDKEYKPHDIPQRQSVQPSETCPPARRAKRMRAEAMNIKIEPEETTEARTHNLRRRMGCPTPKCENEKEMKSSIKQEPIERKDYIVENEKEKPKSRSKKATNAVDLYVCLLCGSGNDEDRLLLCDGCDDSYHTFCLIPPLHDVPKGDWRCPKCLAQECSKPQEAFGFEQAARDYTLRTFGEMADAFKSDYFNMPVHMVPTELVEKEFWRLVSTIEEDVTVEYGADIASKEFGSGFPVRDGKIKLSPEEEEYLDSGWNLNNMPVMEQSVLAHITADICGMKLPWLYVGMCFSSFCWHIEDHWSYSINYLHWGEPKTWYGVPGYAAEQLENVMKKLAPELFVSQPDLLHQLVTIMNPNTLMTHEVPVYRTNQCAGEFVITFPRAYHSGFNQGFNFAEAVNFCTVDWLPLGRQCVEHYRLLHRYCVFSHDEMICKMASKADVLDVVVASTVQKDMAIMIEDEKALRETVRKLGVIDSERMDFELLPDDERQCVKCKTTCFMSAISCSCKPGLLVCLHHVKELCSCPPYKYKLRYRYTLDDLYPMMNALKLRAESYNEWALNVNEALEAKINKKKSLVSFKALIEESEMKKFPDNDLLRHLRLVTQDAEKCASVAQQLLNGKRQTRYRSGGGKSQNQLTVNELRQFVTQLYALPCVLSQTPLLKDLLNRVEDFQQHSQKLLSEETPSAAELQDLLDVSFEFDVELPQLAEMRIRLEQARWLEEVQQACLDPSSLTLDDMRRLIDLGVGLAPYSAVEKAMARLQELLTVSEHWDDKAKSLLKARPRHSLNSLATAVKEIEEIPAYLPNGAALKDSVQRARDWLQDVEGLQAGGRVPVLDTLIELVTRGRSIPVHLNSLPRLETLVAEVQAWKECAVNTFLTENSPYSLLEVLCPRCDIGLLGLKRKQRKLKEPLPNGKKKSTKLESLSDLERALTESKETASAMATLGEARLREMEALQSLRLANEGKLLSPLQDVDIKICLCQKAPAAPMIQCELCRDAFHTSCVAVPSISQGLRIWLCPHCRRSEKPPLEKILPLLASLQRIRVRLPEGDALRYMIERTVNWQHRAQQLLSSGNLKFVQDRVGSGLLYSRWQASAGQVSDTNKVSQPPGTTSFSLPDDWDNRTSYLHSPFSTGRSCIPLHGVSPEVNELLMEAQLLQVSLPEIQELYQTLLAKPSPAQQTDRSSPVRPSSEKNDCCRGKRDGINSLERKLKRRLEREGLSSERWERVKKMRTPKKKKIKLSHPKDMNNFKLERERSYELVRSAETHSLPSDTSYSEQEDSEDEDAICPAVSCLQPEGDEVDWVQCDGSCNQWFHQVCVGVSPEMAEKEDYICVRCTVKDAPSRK
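Inhibition is measured as reduced NADH fluorescence generation from FDH coupling to formaldehyde release. Truncated KDM5BΔAP at 200 nM final acts on H3K4me3 peptide (12.5 µM in substrate mix) in pH 7.5 HEPES buffer with Tween-20, 30 min, room temperature.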
* = called active by the depositor; i = inactive; u = inconclusive; [ ] = another dose, or the depositor's remark. Potency is the fitted concentration of half-maximal effect.

KDM5B inhibitor,Molecule
-13.5%,CCCCn1nc(C(=O)N2CCN(c3ccccc3)CC2)c2ccccc2c1=O
u,CCc1ccccc1NC(=O)N1CCOc2ccccc21
21.5%,COCCOC(=O)c1c(C)oc2ccc(NS(=O)(=O)c3ccc(C)cc3)cc12
u,Cc1c(C(=O)Nc2ccc(S(=O)(=O)N(C)C)cc2)oc2c(Cl)cccc12
-22.6%,CC(=O)Nc1cc(C(=O)NCc2ccc(C)cc2)ccc1S(=O)(=O)c1ccc(Cl)cc1
-9.9%[149 µM],O=C1NCc2ccccc2CC12CCCN(CCCc1ccccc1)C2 (stereo unspecified)
-15.8%,COC(=O)c1ccccc1NC(=O)CN(c1ccc(OC)cc1OC)S(C)(=O)=O
-8.9%,Cc1cc(OCC(=O)Nc2nc3ccccc3[nH]2)c2c(C)cc(=O)oc2c1
u,CC(C(=O)Nc1ccc2c(c1)OCO2)N1CCN(C)CC1 (stereo unspecified)
-4.2%,CN(C)c1ncc(C(=O)NCc2ccc(Cl)cc2)cn1
-22.0%[86.2 µM],COc1ccc(NC(=O)c2ccc3c(c2)OCCN(C2CCC2)C3)cn1
9.6%,CC(C)CCNC(=O)N1CCC(Oc2ncccc2C(=O)N2CCCCC2)C1 (stereo unspecified)
6.9%,Cc1ccc(OCC(=O)Nc2ccc(S(=O)(=O)Nc3nccs3)cc2)cc1
u,CN(CCOc1ccc(Cl)cc1)Cc1cc(=O)oc2cc(O)c(Cl)cc12
-11.5%,O=C(NCCc1ccccc1)C(=O)NCC(c1cccnc1)N1CCN(c2ccccc2)CC1 (stereo unspecified)
12.4%,Cc1c(C(=O)Nc2cc(F)ccc2F)sc2nc(-c3ccccc3)cn12
1.1%,CCCC(=O)Oc1ccc2c(=O)c(Oc3ccccc3Br)c(C(F)(F)F)oc2c1
u,CCS(=O)(=O)c1oc(-c2ccc(F)cc2)nc1S(=O)(=O)c1ccc(Br)cc1
u,Cc1cc(=O)[nH]c(SCc2cn3ccccc3n2)n1
16.2%,COc1ccc(OC)c(NC(=O)CN(c2cccc(C)c2C)S(C)(=O)=O)c1
2.4%,CCn1nccc1C(=O)N1C[C@@H]2CCCN3CCC[C@@H]([C@H]23)[C@H]1CCCC(=O)N1CCOCC1
14.9%[86.2 µM],COC(=O)CC[C@H]1CNC(=O)[C@@H]2[C@@H](CCN2Cc2ccc(C(F)(F)F)cc2)N1C
10.5%,C=C(C)COc1ccc2c(C)c(CCC(=O)Nc3nccs3)c(=O)oc2c1
u,O=C(c1cc2ccccc2[nH]1)N1CCC2(CC1)CN(c1ncccn1)CC2CO (stereo unspecified)
-2.6%,COc1cc2c(C(=O)Nc3ccccc3F)cn(C)c(=O)c2cc1OC
8.2%,CCCn1nc(C(=O)Nc2nccs2)c2ccccc2c1=O
11.8%,COCCCNC(=O)CN(C)C(=O)c1ccc(C(=O)OC)cc1
-16.6%,CC(=O)c1sc(-c2cccc(F)c2)nc1C
10.1%,CC(=O)c1ccc(NC(=O)c2ccc(-c3nc(CSc4ccccc4)c(C)o3)cc2)cc1
11.3%,COC(=O)CCc1sc(Nc2ccc(F)c(F)c2F)nc1-c1ccc(OC)cc1
-7.6%,CC(C)C[C@@H](NC(=O)OC(C)(C)C)C(=O)O
-22.0%,CC1CC(C)CN(C(=O)C(C)Cl)C1 (stereo unspecified)
19.0%,CN(C(=O)COC(=O)c1cncc(Br)c1)C1CCCCC1
-20.7%,O=C(CCN1CCn2nc(CO)cc2C1)Nc1nnc(C2CC2)s1
-6.4%,Cc1ccc(S(=O)(=O)N2CCCN(C(=O)C3CC(=O)Nc4cc(F)ccc43)CC2)cc1 (stereo unspecified)
14.7%,COC(=O)CNC(=O)NCCc1ncc(C)n1C1CCCCCC1
23.6%,Cc1cc(Br)ccc1NC(=O)CSc1nnc(CN2CCOCC2)n1C
u,C/C(=C\C(=O)c1ccc(Br)cc1)NNC(=O)c1ccccc1
-6.5%,O=S(=O)(Nc1nc2ccccc2nc1N1CCCCCC1)c1ccc2c(c1)OCCO2
18.8%,COc1cccc2c1OC1(CCN(C(C)=O)CC1)N1N=C(c3ccccc3)CC21 (stereo unspecified)
24.2%,COc1ccc(C2Cn3nnc(-c4nc(-c5ccc(F)c(F)c5)no4)c3CO2)cc1 (stereo unspecified)
3.0%,CC(C(=O)N1CCC(C(=O)N2CCCCCCNC(=O)CC2)CC1)c1ccccc1 (stereo unspecified)
111.5%[activator],CN[C@H]1C[C@H]2c3cc(-c4ccccc4C)ccc3CCN2C[C@H]1[C@H](C)O
-0.9%,NC(=O)c1cc(S(=O)(=O)N2CCN(c3cccc(C(F)(F)F)c3)CC2)cs1
11.5%,Cc1noc(Cn2cc(S(=O)(=O)N(C)C)ccc2=O)n1
-3.1%,COCC(=O)N1CCc2nc(N(C)CCc3ccncc3)[nH]c(=O)c2CC1
2.7%,CCCC(C)NC(=O)CN(c1cccc(OC)c1)S(C)(=O)=O (stereo unspecified)
i,CCc1noc(-c2ccn3c(CNC(=O)c4ccccn4)nnc3c2)n1

Random excerpt: 2 entries already listed, in no set order.
KDM5B inhibitor,Molecule
2.7%,CCCC(C)NC(=O)CN(c1cccc(OC)c1)S(C)(=O)=O (stereo unspecified)
23.6%,Cc1cc(Br)ccc1NC(=O)CSc1nnc(CN2CCOCC2)n1C

(cont.)
KDM5B inhibitor,Molecule
11.4%,O=C1CCN(S(=O)(=O)c2ccccc2)CCCN(C(=O)Nc2ccccc2F)CCN1
-28.9%[86.2 µM],CN1CCC(NC(=O)C2(C)CN(C)Cc3ccc(Nc4ccccc4)nc32)CC1 (stereo unspecified)
u,CCN(CC)C(=O)CC[C@@H]1CNC(=O)[C@@H]2C[C@H](N)CN12
2.2%,Cc1cc(=O)n(CC(=O)Nc2ccc(Br)cc2)c(N2CCC(C)CC2)n1
1.5%,CN1CCCN(S(=O)(=O)c2ccc(Cl)s2)c2ccccc21
u,CCC(=O)NCc1cc(-c2nn(C)c(=O)c3ccccc23)ccc1OC
0.1%,Cn1c(=O)c2c(nc(Br)n2Cc2nnc(N)s2)n(C)c1=O
12.4%,CCCC(=O)Oc1ccc2c(=O)c(Oc3cc(C)cc(C)c3)c(C(F)(F)F)oc2c1
-2.3%,COCCOC1CN(C2CCN(Cc3ccc(F)c(F)c3)CC2)C12CCCCC2 (stereo unspecified)
8.9%[86.2 µM],CN1CCC(NC[C@H]2COCc3nc4cccnc4n32)CC1
190.9%[activator],Nc1nccnc1C(=O)NCCc1ccc(F)cc1
u,c1cncc(CN2CCc3c(sc4ncnc(N5CCOCC5)c34)C2)c1
28.2µM*,COc1ccc(C(=O)N2CCC[C@H]2c2nc(-c3ccc(OC)c(OC)c3)no2)c(C)c1
-29.1%,Cc1ccc(N2Cc3c(NC4CCCC4)ncnc3N(C)CC2=O)cc1
2.5%,Cc1cccc(-c2nc(N3CCN(c4ccc(F)cc4)CC3)c3ccccc3n2)c1
-11.4%,O=S1(=O)C[C@H](N2CCN(c3ncccn3)CC2)[C@@H](S(=O)(=O)c2ccc(F)cc2)C1
-4.8%,COc1ccc(N2CCN(C3CCCN(C(=O)C4=C(C)OCCO4)C3)CC2)cc1 (stereo unspecified)
u,Cn1ncc2c(N3CCN(c4ccccc4Cl)CC3)ncnc21
-22.3%,CC(=O)c1nn(-c2ccc(OC(F)(F)F)cc2)nc1Nc1ccc(C)cc1
u,c1ccc(-c2noc(-c3cccnc3NCc3ccco3)n2)cc1
u,CC(=O)N1c2ccccc2C(=O)C1N1CCN(c2ccccc2F)CC1 (stereo unspecified)
-6.7%,O=C(Nc1cccc2c1CCCC2)N1CCOc2ccc(Cl)cc21
-0.8%,Cc1cc2oc(=O)cc(CSc3nnnn3C3CC3)c2cc1C(C)C
11.1%,COC(=O)[C@@H](Cc1cccnc1)NC(=O)[C@H]1CN(S(=O)(=O)c2ccccc2)CCN1C(=O)c1cccs1
-7.8%,O=C(NC1CCCCC1)[C@@H]1C[C@@H](O)CN1C1CCN(C(=O)c2cccc3nccnc23)CC1
3.3%,CCOc1ccc(CN2C[C@@H](COC)[C@H](C(=O)N(C)C)C2)cc1OC
i,COc1cc2c(cc1OC)C(C[C@H]1CN(C(=O)c3ccccc3)CC[C@H]1CC(=O)O)=NCC2
-26.8%,O=C(Nc1ccccc1C(F)(F)F)c1cc2ccccn2n1
-19.9%,COC(=O)c1cc2occc2n1Cc1ccc(F)cc1Cl
-16.3%,COc1ccccc1CNC(=O)Cc1c(C)c2c(cc(C)c3c(C)coc32)oc1=O
-4.5%,C[C@]1(CO)[C@H]2Cc3sc(NC(=O)c4ccco4)nc3[C@@H](CC(=O)N3CCC(C(N)=O)CC3)[C@]2(C)CC[C@H]1O
9.5%,Cc1nn(C)c(=O)c(-c2nc(-c3ccc(N(C)S(C)(=O)=O)cc3)cs2)c1C
39.8µM*,Cn1c(C(=O)NCC2CC2)nc2nc(-c3ccccc3)c(Cl)cc21
u,Cn1nc(C(=O)Nc2cccc3cnccc23)c2ccccc2c1=O
-20.3%,CCOc1ccc(S(=O)(=O)N2CCOCC2)cc1NC(=O)c1ccccc1F
-13.1%,CCOc1ccc(-c2noc(CSc3nnc(-c4ccccc4)n3-c3ccccc3)n2)cc1
-7.2%,O=C(NCc1ccccc1S(=O)(=O)N1CCOCC1)c1ccc(OC(F)F)cc1
u,NC1CC(c2cc(N3CCN(c4cnccn4)CC3)nc(C3CC3)n2)C1 (stereo unspecified)
u,COc1ccc(NC(=O)C2(C)CCCc3cnc(Nc4ccccc4)nc32)cn1 (stereo unspecified)
28.2µM*,Cn1cnc(C(=O)N[C@@H]2CN(c3ncccn3)C[C@H]2CO)c1
14.6%,CCCCn1c(N)c(N(CC(C)C)C(=O)c2cccc(S(=O)(=O)N3CCCCCC3)c2)c(=O)[nH]c1=O
u,O=C(Nc1ccccc1)N[C@H]1CO[C@H]2[C@@H]1OC[C@@H]2Nc1nccc(-c2cccs2)n1
4.5%,Fc1ccc(Oc2ncnc3c2oc2ccccc23)cc1
3.5%,CC(C)(C)C(=O)Nc1ccc(-c2csc(N)n2)cc1
-11.5%,CCOc1ccc(NC(=O)CC2CCOCC2)cc1
u,CCCn1c(-c2ccccc2)nc2c(=O)n(C)c(=O)[nH]c21
7.2%,Nc1ccc(-c2cc(C(=O)O)c3cc(Cl)ccc3n2)cc1
-24.6%,Cn1c(SCc2ccccc2Cl)nc2c([nH]c3ccccc32)c1=O
17.2%,O=C(CN1CCN(Cc2cnc(-c3ccccn3)nc2)CC1)N1CCCC1
-9.1%,CCc1ccc(S(=O)(=O)N2c3ccccc3CC2c2nnc(C3CCOCC3)o2)cc1 (stereo unspecified)
-4.0%,COc1ccc(C)cc1NC(=O)CCNS(=O)(=O)c1cccc2nonc12
-26.1%,OCC1(CCc2ccccc2)CCNCC1
u,Cc1cccc(OCCSc2nnc(-c3cccs3)o2)c1
20.5%,O=C(NC(C1CC1)C1CC1)c1cc(Cl)nc(Cl)c1
u,COc1ccc(CNC2(Cc3cc(CN(C)Cc4ccccc4)on3)COC2)c(O)c1
-10.2%,CCOc1cccc(CN2CC[C@H](CNC(=O)NC)[C@H](N(C)C)C2)c1
-5.4%,Cc1ccc2nc(COc3ccccc3NC(=O)c3ccccc3F)cc(=O)n2c1
-10.0%,COc1cc(C(=O)NCC(c2cccnc2)N2CCN(c3ccc(F)cc3)CC2)cc(OC)c1OC (stereo unspecified)
-9.6%[86.2 µM],Cc1ccc(-n2nc3n(c2=O)CCN([S+](C)(=O)[O-])C3)cc1
5.8%,Cc1ccc(C)c(C(=O)Nc2ccc3[nH]c(C)cc3c2)c1

3 of the entries above in order of their number in KDM5B inhibitor, falling:
canonical_smiles | KDM5B inhibitor
CCOc1ccc(CN2C[C@@H](COC)[C@H](C(=O)N(C)C)C2)cc1OC | 3.3%
COc1cc(C(=O)NCC(c2cccnc2)N2CCN(c3ccc(F)cc3)CC2)cc(OC)c1OC (stereo unspecified) | -10.0%
CCCCn1nc(C(=O)N2CCN(c3ccccc3)CC2)c2ccccc2c1=O | -13.5%

Next part
KDM5B inhibitor,Molecule
-0.6%,Cc1nn(C)c2ncc(NC(=O)CCc3ncc(-c4ccc(F)cc4F)o3)cc12
2.2%,CN(C)C(=O)C1CN(C(=O)Cc2ccccc2Cl)CC12CCOCC2 (stereo unspecified)
4.7%,Cc1ccc(NC(=O)c2cc(=O)c3ccccc3o2)cc1
9.4%,O=C(NC1CCC(O)CC1)c1ccc2c(c1)-c1ccccc1C2 (stereo unspecified)
-28.8%,CCc1cccc(CC)c1NC(=O)CNCc1cccs1
-18.5%,COCCOC1CCN(C(=O)Cc2c[nH]c3ccccc23)CC1
u,Cc1ccc(C2=NC(C)(C)N=C2SCC(=O)Nc2ccc(F)c(Cl)c2)cc1
15.4%,Cc1cc(NC(=O)CCC(=O)N(Cc2cccs2)C(C)(C)C(=O)NC2CCCCC2)no1
2.6%[115 µM],c1ccc(-c2ccc3ncc(Nc4ncccn4)n3n2)cc1
-22.7%,CC1(C)CC(NC(=O)c2cc(C3CC3)nc3ccccc23)CC(C)(C)N1
10.8%,CCC1CCCCN1C(=O)COC(=O)c1cccc2c(=O)c(C)c(-c3ccccc3)oc12 (stereo unspecified)
2.3%,COc1ccc(Cl)cc1-n1nnc(-c2nsc(NC(=O)c3ccccc3Cl)n2)c1C
u,COc1ccccc1CCNC(=O)Cn1ccc2cc(S(=O)(=O)N3CCCCC3)ccc21
-14.4%,Cc1ccc2nc(CN3CCN(S(=O)(=O)c4ccccc4)CC3)oc2c1
48.8%[activator],COCCNC(=O)COC(=O)c1cc(-c2ccc(-c3ccccc3)cc2)nc2ccccc12

KDM5B inhibitor, hit marks shown above.
KDM5B inhibitor,Molecule
28.2µM*,COc1ccc(C(=O)N2CCC[C@H]2c2nc(-c3ccc(OC)c(OC)c3)no2)c(C)c1
39.8µM*,Cn1c(C(=O)NCC2CC2)nc2nc(-c3ccccc3)c(Cl)cc21
28.2µM*,Cn1cnc(C(=O)N[C@@H]2CN(c3ncccn3)C[C@H]2CO)c1

This is a subset; the hit share may differ from the screen's.
